# EPAC1 agonist: qHTS for Agonist of cAMP-regulated guanine nucleotide exchange factor 3 (EPAC1): primary screen | Rap guanine nucleotide exchange factor 3 (Homo sapiens), O95398 | 360,000 tested, 0.073% active | EPAC1 agonist qHTS, biochemical assay; response scale: 100% = response to 6.5 mM cAMP | Potency, µM (series often up to 154 µM), without a hit: at the top dose activation, usual class: activators; also: potency is read from the fitted curve at half-maximal effect; nearly all actives have a fitted effect of over 60% in size
#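 Multi-concentration qHTS readout: loss of Rap1B-bound BODIPY-GDP fluorescence driven by 100 nM EPAC1 with excess GDP (50 uM), monitored kinetically at room temperature; agonist response expressed relative to 6.5 mM cAMP.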
# PLK1 PBD block: qHTS for Inhibitors of PLK1-PDB (polo-like kinase 1 - polo-box domain): Primary Screen; Serine/threonine-protein kinase PLK1 (Homo sapiens), P53350; Plk1 PBD binding of FITC phosphopeptide, fluorescence polarization; Potency, µM, for the others: max response, negative = inhibition, hits mostly inhibitors; 360,000 tested, 2.8% active; also: potency is read from the fitted curve at half-maximal effect; series mostly up to about 57 µM; % is scaled to controls: 0 for no effect and ±100 for the full control effect; nearly all actives have a fitted effect of over 65% in size
# Target sequence (P53350 whole entry, looked up, the tested form may be a part): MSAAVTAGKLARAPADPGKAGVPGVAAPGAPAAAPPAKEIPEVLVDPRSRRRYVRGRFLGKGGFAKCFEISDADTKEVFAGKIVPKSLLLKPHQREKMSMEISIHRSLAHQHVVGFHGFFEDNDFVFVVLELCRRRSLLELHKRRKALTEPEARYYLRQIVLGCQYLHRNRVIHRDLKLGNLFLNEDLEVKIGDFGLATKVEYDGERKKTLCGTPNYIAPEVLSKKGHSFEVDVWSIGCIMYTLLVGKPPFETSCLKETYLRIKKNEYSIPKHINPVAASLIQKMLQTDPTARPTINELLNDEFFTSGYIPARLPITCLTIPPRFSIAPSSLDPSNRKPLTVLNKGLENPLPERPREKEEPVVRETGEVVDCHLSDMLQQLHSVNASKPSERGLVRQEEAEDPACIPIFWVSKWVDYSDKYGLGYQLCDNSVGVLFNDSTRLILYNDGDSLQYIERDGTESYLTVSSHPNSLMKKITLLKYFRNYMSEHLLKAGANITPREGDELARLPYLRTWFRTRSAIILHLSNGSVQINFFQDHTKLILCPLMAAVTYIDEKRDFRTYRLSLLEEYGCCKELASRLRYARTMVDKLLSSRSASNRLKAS
# WRN helicase inh: qHTS for Inhibitors of WRN Helicase. WRN helicase unwinding, fluorescent forked duplex, kinetic. Potency, µM (series often up to 114 µM), without a hit: at the top dose activity change, negative = inhibition, hits mostly inhibitors. 360,000 tested, 0.46% active. AID 651768, 2012; also: potency is read from the fitted curve at half-maximal effect; % is scaled to controls: 0 for no effect and ±100 for the full control effect; nearly all actives have a fitted effect of over 55% in size
#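 Enzyme (20 nM final) and test compound sit together 15 min at room temperature before substrate addition. Substrate is a single-forked duplex oligonucleotide (100 nM) labelled with fluorophore and quencher, with 2 mM ATP; helicase unwinding raises red fluorescence, read kinetically.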
# Abeta yeast res: qHTS for compounds that reverse cellular toxicity of Amyloid beta (A-beta) peptide in yeast: Primary Screen; 410,000 tested, 0.063% active; AID 1347071, 2019; yeast expressing A-beta42, growth rescue, OD600, 48 h; response scale: 0% DMSO, 100% iron-clioquinol control; Potency, µM (series often up to 46.1 µM), for the others: at the highest dose growth rescue, actives largely listed as activators; also: potency is read from the fitted curve at half-maximal effect; nearly all actives have a fitted effect of over 55% in size
#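 Yeast growth medium received pinned compounds, then yeast cells expressing toxic A-beta were added; plates incubated at 30 C for 48 hr. Growth read as absorbance at 600 nm, normalized to DMSO and equimolar FeCl3 plus clioquinol controls.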
# EPAC1 antag: qHTS for Antagonist of cAMP-regulated guanine nucleotide exchange factor 3 (EPAC1): primary screen; Rap guanine nucleotide exchange factor 3 (Homo sapiens), O95398; EPAC1 GEF assay, Rap1b-BODIPY-GDP exchange fluorescence; Potency, µM (series often up to 115 µM), for inactives: at the highest dose activity change, negative = inhibition, actives largely listed as inhibitors; 360,000 tested, 0.14% active;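 also: potency is read from the fitted curve at half-maximal effect; plate controls were vehicle for no effect and positive control for full effect; nearly all actives have a fitted effect of over 50% in size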
# PI5P4K alpha inh: qHTS for Inhibitors of phosphatidylinositol 5-phosphate 4-kinase (PI5P4K). Phosphatidylinositol 5-phosphate 4-kinase type-2 alpha (Homo sapiens), P48426. PI5P4Kalpha enzyme, ADP-Glo luminescence, 60 min; stronger effect = lower value. max response, %. 330,000 tested, 1.2% active. AID 652105, 2013; active = max response of -50% or lower; inconclusive = between -30% and -50%; inactive = -30% or higher; also: value at the top dose of about 77 µM; % is scaled to controls: 0 for no effect and ±100 for the full control effect
# Target sequence (P48426 whole entry, looked up): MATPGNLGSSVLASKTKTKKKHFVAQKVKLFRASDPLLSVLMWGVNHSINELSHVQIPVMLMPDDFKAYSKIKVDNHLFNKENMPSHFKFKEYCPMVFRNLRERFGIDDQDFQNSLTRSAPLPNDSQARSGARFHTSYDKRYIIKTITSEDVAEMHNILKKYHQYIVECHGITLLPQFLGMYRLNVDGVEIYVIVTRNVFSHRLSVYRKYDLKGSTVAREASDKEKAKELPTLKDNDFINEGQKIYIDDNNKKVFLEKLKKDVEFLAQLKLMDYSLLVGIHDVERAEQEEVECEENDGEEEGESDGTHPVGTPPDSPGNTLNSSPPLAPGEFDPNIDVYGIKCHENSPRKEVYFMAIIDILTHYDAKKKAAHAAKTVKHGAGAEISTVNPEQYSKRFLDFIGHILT
#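 Human PI5P4Kalpha with substrate in 0.038 M HEPES pH 7.4, 0.28 mM EGTA, 0.1% CHAPS, 5% DMSO; reaction started with 5 microM ATP (final), 60 min at room temperature. ADP formed read by ADP-Glo luminescence.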
# IL-2 act: qHTS of IL-2 Activators. IL-2 activation reporter assay, cell-based qHTS; stimulated with anti-CD3/CD4/CD28 beads; in transgenic mouse T cells. activation, % (series mostly up to about 46 µM). 360,000 tested, 0.065% active; in the data active = activation above about 50%; inconclusive = mostly about 30% to 49%; also: 0% is about no effect
#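 Unstimulated transgenic mouse T cells preincubated 60 min with compound, then stimulated with anti-CD3/anti-CD4-coated beads plus anti-CD28 for 18 h at 37 degrees C. IL-2 response read as EGFP and DsRed fluorescence by plate cytometry.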
# FUS yeast rescue: qHTS for Suppressors of FUS Proteinopathy: Primary screen using FUS-linked yeast assay; S. cerevisiae FUS-expressing, growth rescue, OD600, 24 h; Potency, µM (doses to about 76.6 µM), for inactives: at the top dose growth rescue (activation), most hits filed as activators; 390,000 tested, 0.24% active; AID 1347120, 2019;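 also: potency is read from the fitted curve at half-maximal effect; plate controls were DMSO vehicle for no effect and reference control for full effect; nearly all actives have a fitted effect of over 55% in size; some results filed as inactive show a strong effect at the top dose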
#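 Steps: raffinose overnight preculture; dilution to OD 0.005 in 2% galactose minimal medium; compound addition (concentration series); 24hr at 30C, 99% humidity; absorbance read at 600 nm.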
# Starred values were filed as active, the others as inactive; ? = inconclusive; . = not tested or not shown; [ ] = remark or other dose. Unless noted, calls follow the shape of the dose curve; as a rule, active = well fitted curve in the direction sought with a large enough effect; inconclusive = small, poorly fitted or top-dose-only effect, or another doubt; inactive = no such curve, though single readings can be large; an effect the other way counts as inactive or inconclusive.
item	Molecule	EPAC1 agonist	PLK1 PBD block	WRN helicase inh	Abeta yeast res	EPAC1 antag	PI5P4K alpha inh	IL-2 act	FUS yeast rescue
1	COc1ccc(OC)c(-c2cc(C(=O)Nc3cc(C)n(Cc4ccc(Cl)cc4)n3)no2)c1	-15.5%	-8.8%	-13.2%	-5.8%	5.0%	.	-2.5	11.0%
2	Cc1c(-c2ccc(F)cc2)[n+](=O)c(-c2ccc(F)cc2)c(C)n1[O-]	8.4%	-6.0%	5.7%	-6.5%	-2.5%	.	-1.9	30.5%
3	CCOC(=O)C1C(=O)CC(C)(O)C(C(=O)OCC)C1c1ccccc1 (stereo not drawn)	-5.1%	2.8%	-2.2%	9.7%	17.2%	3.7	1.4	17.3%
4	COCCN(C(=S)Nc1ccc(Cl)cc1OC)C1CCN(C(C)=O)CC1	5.1%	-17.5%	-8.9%	-3.7%	-24.3%	1.5	-1.6	17.2%
5	Cc1cccn2c(=O)nc(SCC(=O)N3CCCCC3)nc12	3.9%	7.7%	-7.4%	1.0%	-7.1%	2.8	1.0	4.0%
6	CCCCCc1cc(=O)oc2c(C(CCN3CCCC(C)C3)c3ccc(N(C)C)cc3)c(OC)cc(OC)c12 (stereo not drawn)	5.9%	1.4%	1.0%	-1.5%	-17.8%	0.2	-0.9	36.9%
7	COc1cc(/C=N/O)ccc1Oc1ccc([N+](=O)[O-])cc1[N+](=O)[O-]	5.8%	-27.8%	-7.7%	19.8%	-6.1%	2.4	-1.9	30.2%
8	COCCCn1c(SCC(=O)OC2CCCCC2)nnc1-c1ccco1	6.0%	-11.0%	4.9%	-8.9%	-0.7%	.	-4.3	8.8%
9	O=C(NCCN1CCN(c2ccccc2)CC1)C1(S(=O)(=O)c2ccc(Cl)cc2)CC1	9.6%	-4.2%	-5.1%	25.1%	-0.8%	0.9	3.4	-3.0%
10	Cc1cn([C@H]2C[C@H](O)[C@@H](CNCc3cc(Br)ccc3OCc3ccccc3)O2)c(=O)[nH]c1=O	10.3%	-10.5%	0.2%	0.4%	-24.9%	0.4	-0.1	-8.8%
11	N#C/C(=C/c1ccc(N2CCCCC2)o1)C(=O)Nc1ccc(Cl)cc1	100µM*	42.4%[activator]	-7.4%	1.8%	0.8%	.	?	38.9%
12	CCN(CCn1cccn1)C(=O)CCc1nnc(CCCc2ccccc2)o1	1.1%	-11.2%	5.9%	3.4%	-12.9%	4.5	-1.4	10.5%
13	Cc1ccc(/C=C(\NC(=O)c2ccccc2)C(=O)NC(Cc2ccccc2)C(=O)O)cc1 (stereo not drawn)	1.7%	-9.0%	-0.1%	6.0%	-17.0%	-6.1	-0.5	-19.6%
14	C=C(C)c1ccccc1NC(=O)CCN1C(=O)c2ccccc2S1(=O)=O	4.9%	-13.5%	2.3%	4.2%	-13.9%	1.4	1.3	12.1%
15	Cc1ccc(NS(=O)(=O)c2ccc(-n3cccn3)cc2)c(Cl)c1	7.0%	-0.5%	3.1%	10.6%	2.2%	-2.3	0.2	-14.2%
16	O=C(c1cnccn1)N1CCN(c2ccccc2F)CC1	4.5%	-5.0%	1.6%	-15.2%	4.0%	0.0	0.0	14.6%
17	COc1cc2cc(Oc3ccc4ccc(=O)oc4c3)c(=O)oc2cc1OC(C)=O	-8.6%	-0.9%	1.6%	-7.1%	3.0%	-4.5	1.4	-1.5%
18	COc1cccc(C(=O)OCC(=O)c2c[nH]c3ccccc23)c1OC	4.0%	-6.8%	1.6%	?	-10.6%	-5.9	0.4	-5.1%
19	Cc1nc(SCC(=O)N2CC(=O)Nc3ccccc32)c2c(C)c(C)sc2n1	2.9%	-1.2%	-8.6%[57.1 µM]	4.7%	3.3%	.	-1.3	0.4%
20	CCCc1nc2ccc(NC(=O)NCCC(=O)OCC)cc2c(=O)n1Cc1ccc(Cl)cc1	16.1%	-7.4%	2.1%	-10.7%	-28.1%	3.9	-2.6	21.6%
21	Cc1nc2c3cc(Cl)ccc3n(CCN3CCOCC3)c2s1	5.2%	-7.1%	-2.5%	-26.2%	3.2%	8.0	-0.6	-22.3%
22	CC(=O)NNS(=O)(=O)c1ccc(-c2cc(C(F)(F)F)n(C)n2)s1	-5.6%	3.4%	0.3%	2.3%	6.4%	4.0	-3.6	-0.9%
23	CCCCCCC(C)OC(=O)c1ccccc1C(=O)O (stereo not drawn)	4.2%	-4.0%	-3.4%	-2.0%	-2.9%	1.1	-1.3	-14.4%
24	CC(C)Cc1ccc(C#N)c(SCC(N)=O)n1	-1.4%	-1.2%	-0.5%	11.9%	-0.2%	.	-2.5	-13.2%
25	CC(=O)c1ccccc1NC(=O)COC(=O)c1c(C)nn(-c2ccccc2)c1C	6.5%	-1.1%	1.0%	5.6%	-16.9%	-0.1	0.3	38.3%
26	C=CCNC(=O)C(=O)NCCCN1CCOCC1	7.6%	1.2%	4.3%	-5.7%	-2.7%	-7.8	0.2	8.3%
27	Cc1ccc(N(C(=O)CCCC(=O)Nc2ccccn2)C(C(=O)NC2CCCC2)c2ccc(O)cc2)cc1C (stereo not drawn)	5.2%	-7.6%	-35.4%	-17.0%	1.8%	-20.5	-0.1	31.2%
28	CCCC(=O)Nc1ccc(C(=O)NCCCn2ccnc2)cc1	3.3%	-1.6%	-5.3%	-5.1%	0.7%	.	-2.2	9.3%
29	O=C(Cn1cnc2c(nnn2-c2ccc(F)cc2)c1=O)N1CCCc2ccccc21	5.3%	-6.0%	-1.0%	-13.5%	8.0%	.	-1.5	-14.4%
30	CCOC(=O)[C@H]1[C@H]2COc3ccc(Br)cc3[C@@H]2N2C(=O)c3cc(F)c(F)cc3NC(=O)[C@@]12C	0.1%	-13.4%	-6.9%	8.3%	-2.7%	-1.6	-4.5	28.2µM*

# EPAC1 agonist, hit marks shown above.
nr	canonical_smiles	EPAC1 agonist	PLK1 PBD block	WRN helicase inh	EPAC1 antag	PI5P4K alpha inh	IL-2 act	FUS yeast rescue
11	N#C/C(=C/c1ccc(N2CCCCC2)o1)C(=O)Nc1ccc(Cl)cc1	100µM*	42.4%[activator]	-7.4%	0.8%	.	?	38.9%

# Next part:
item	Molecule	EPAC1 agonist	PLK1 PBD block	WRN helicase inh	Abeta yeast res	EPAC1 antag	PI5P4K alpha inh	IL-2 act	FUS yeast rescue
31	O=C(Nc1nc(-c2ccccc2)c(C(=O)c2ccccc2)s1)c1ccc(S(=O)(=O)N2CCCCC2)cc1	7.3%	0.4%	6.8%[57.1 µM]	6.7%	21.7%	-4.8	-0.3	-0.7%
32	CCOC(=O)c1c(NC(=O)COc2cccc3c2CCN(CC)C3=O)sc2c1CCC2	9.2%	-1.6%	-18.9%	-1.1%	9.0%	-10.7	-0.1	-12.1%
33	Cc1c(Br)c(C(F)(F)F)nn1CC(=O)N(C)C1CCCCC1	-3.6%	6.3%	-1.9%	?	-20.0%	3.8	-2.3	-5.3%
34	COc1cc(O)c(C(=O)/C=C/c2ccccc2)c(OC)c1	-3.1%	-9.3%	-10.3%	-22.3%	-5.0%	23.7	-0.5	37.1%
35	COc1ccc(CN(N=O)C2CC(=O)N(c3ccc(OC)cc3)C2=O)cc1 (stereo not drawn)	3.8%	-10.1%	-30.7%	12.3%	-15.0%	-7.1	-0.1	-12.6%
36	Cc1nc2sc3c(c2c(=O)n1/N=C/c1ccco1)CCCC3	3.2%	-27.1%	-4.4%	-13.1%	6.8%	.	1.8	8.7%
37	Cc1cc(-c2ccccc2)nc(=O)[nH]1	9.6%	-9.5%	-10.1%	-7.4%	7.6%	-1.8	-2.7	22.3%
38	Cc1noc(C)c1S(=O)(=O)N(C)C[C@H]1Oc2ccc(NC(=O)C3CCCCC3)cc2C(=O)N([C@H](C)CO)C[C@@H]1C	-20.9%	-5.6%	-1.7%	-10.3%	-2.9%	-6.5	1.2	34.9%
39	COc1ccc(NC(=O)/C=C/c2ccccc2)c([N+](=O)[O-])c1	-2.4%	-0.3%	-11.4%	8.4%	5.1%	-3.1	0.4	-16.1%
40	O=C(/C=C/c1cccc(Br)c1)N1CCN(c2ccccn2)CC1	5.1%	-2.6%	-1.5%	-8.8%	-0.9%	-2.0	0.2	11.4%
41	CN1CCN(C(=O)/C(=C/c2ccc(F)cc2)NC(=O)c2ccccc2)CC1	10.8%	-10.6%	-3.4%	-12.6%	2.8%	-0.1	0.3	-4.1%
42	COc1ccc(Cl)cc1NC(=O)CCc1ccccc1	5.8%	-2.5%	-8.7%	-1.1%	-0.9%	5.0	0.1	-12.0%
43	Cn1c2ccccc2c(=O)c2ccc(F)cc21	6.5%	-13.0%	-16.8%	-8.2%	-12.4%	8.9	-1.6	-12.0%
44	CC(C)C(N)c1csc(Nc2ccc(C(=O)NCCCO)cn2)n1 (stereo not drawn)	-6.8%	-2.8%	-5.6%	-7.0%	-5.4%	-1.0	0.9	-15.5%
45	O=C(COC(=O)c1ccc(F)cc1)Nc1ccc2c(c1)OCO2	-3.0%	-5.6%	9.1%	-1.6%	9.3%	?	-4.4	.
46	O=C(Nc1ccc(S(=O)(=O)N2CCCC2)cc1)c1cncc(Br)c1	8.6%	-9.1%	0.6%	6.8%	-9.1%	-6.0	0.6	2.1%
47	C=CCNC(=O)N1CCc2[nH]c3ccc(F)cc3c2C1	9.9%	-18.0%	-3.9%	-8.8%	14.0%	3.7	0.4	-18.0%
48	CC(OC(=O)CCCCCN=C1NS(=O)(=O)c2ccccc21)C(=O)Nc1cc(Cl)cc(Cl)c1 (stereo not drawn)	-1.8%	-6.1%	-1.7%	6.5%	5.2%	-0.4	0.1	.
49	CSc1ccccc1NC(=O)c1cccs1	-7.8%	-5.7%	1.2%	-7.3%	-13.1%	-0.8	-0.2	-19.9%
50	COc1ccc(C(=O)NC2CCCc3c2cnn3-c2cccc(C)c2C)o1 (stereo not drawn)	9.7%	-5.0%	-11.4%	.	-7.6%	0.1	-0.7	14.3%
51	CS(=O)(=O)N1CCN(Cc2ccccc2C(F)(F)F)CC1	-9.5%	-8.9%	1.5%	-6.8%	-4.3%	0.9	-2.5	-13.5%
